Neddylation inh: inhibitors of human cullin neddylation; P61081+Q13564; TR-FRET cullin neddylation, biochemical; calls only at 25 µM; 0.58% of 360,000 active; AID 651699; in the data active = inhibition above about 36%
Target sequence (P61081 whole entry, looked up): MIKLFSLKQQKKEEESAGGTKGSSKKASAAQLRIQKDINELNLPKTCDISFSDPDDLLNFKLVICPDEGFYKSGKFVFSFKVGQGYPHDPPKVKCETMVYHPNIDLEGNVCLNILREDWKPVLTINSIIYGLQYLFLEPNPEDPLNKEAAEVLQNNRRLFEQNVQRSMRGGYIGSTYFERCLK
Target sequence (Q13564 whole entry, looked up): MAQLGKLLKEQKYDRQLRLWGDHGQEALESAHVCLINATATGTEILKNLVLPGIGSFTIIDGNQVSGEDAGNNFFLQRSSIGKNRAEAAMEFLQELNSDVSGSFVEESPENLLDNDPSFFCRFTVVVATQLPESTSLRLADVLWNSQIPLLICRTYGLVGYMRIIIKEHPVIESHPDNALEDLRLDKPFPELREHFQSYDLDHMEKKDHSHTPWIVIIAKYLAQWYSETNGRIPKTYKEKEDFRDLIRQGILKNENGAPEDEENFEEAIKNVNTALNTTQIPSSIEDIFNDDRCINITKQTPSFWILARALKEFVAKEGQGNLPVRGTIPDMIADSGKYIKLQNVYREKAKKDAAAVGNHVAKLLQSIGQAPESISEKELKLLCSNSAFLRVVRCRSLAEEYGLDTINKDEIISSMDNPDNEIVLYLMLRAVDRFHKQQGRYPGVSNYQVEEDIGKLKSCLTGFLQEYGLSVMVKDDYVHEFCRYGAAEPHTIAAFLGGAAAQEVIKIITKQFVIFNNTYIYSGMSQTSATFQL
Scp1 inh: inhibitors of human Scp-1 phosphatase | Recombinant Scp1, phosphopeptide, malachite green phosphate absorbance | inhibition, % at 20 µM | 0.88% of 340,000 active;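 active = inhibition above about 50% at 20 µM, limit read from the data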;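 also: plate controls were DMSO wells with enzyme for no effect and wells lacking enzyme for full effect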
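Incubation: 45 min enzyme reaction at room temperature / System: truncated SCP-1 phosphatase (76-261aa) / Reagent: Phospho 17-mer peptide substrate / Buffer or medium: Acidic Tris acetate buffer with magnesium and detergent / Signal: absorbance at 630 nm / Doses: one concentration, 20 µM, with 1.0% DMSO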
LMPTP inh: LMPTP (human) inhibition | P24666 | recombinant LMPTP-A, OMFP fluorogenic substrate, fluorescence intensity | inhibition, % at 20 µM | 0.22% of 360,000 active | AID 651560;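 active = compounds that cut the enzyme signal by at least half of the control window in the single-dose screen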;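 also: plate controls were DMSO wells with enzyme plus substrate for no effect and substrate without enzyme for full effect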
Target sequence (P24666 whole entry, looked up): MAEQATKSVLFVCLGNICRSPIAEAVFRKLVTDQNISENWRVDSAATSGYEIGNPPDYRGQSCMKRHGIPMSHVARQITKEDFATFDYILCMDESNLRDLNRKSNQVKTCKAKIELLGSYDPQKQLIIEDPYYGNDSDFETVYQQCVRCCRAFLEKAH
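Assay system: LMPTP-A phosphatase enzyme | Input: 0.625 nM enzyme | Also added: Fluorogenic phosphatase substrate OMFP at 400 µM final | Compound dosing: One test concentration per compound, 20 µM, with 3% DMSO overall | Schedule: 50 min enzyme reaction at room temperature, protected from light | Signal: Fluorescence intensity | Benchmarks: no-enzyme and uninhibited controls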
DNMT1 inh: DNMT1 (human) enzyme inhibition | DNMT1 molecular beacon, Hinp1I cleavage, fluorescence | 0.83% of 360,000 active | inhibition (reported as % activation of signal), % at 10 µM | P26358 | AID 588458; in the data active = inhibition above about 50%
SKN-1 block: inhibitors of C. elegans SKN-1; C. elegans VP596 Pgst-4::GFP/RFP ratio, acrylamide-induced, 24 h; inhibition, % at 21.8 µM; 0.49% of 360,000 active; AID 624304;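 active = interference check ratio from 0.5 to 1.5 plus GFP to RFP signal ratio inhibition reaching or exceeding a fixed threshold, cut at about 30% in these data, passing the limit was not always enough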; also: some compounds called inactive have numbers as strong as hits
Tb MetRS inh: Trypanosoma brucei MetRS inhibition; AID 624268; purified T. brucei MetRS, ATP depletion, Kinase-Glo luminescence; 0.4% of 360,000 active; inhibition, % at 11.9 µM;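 active = inhibition above a per-plate cutoff of the control wells' mean inhibition plus 3 SD, cut at about 5.5% in these data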;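 also: 0% = DMSO wells median and 100% = median of wells with control inhibitor compound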
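Dosing: 11.9 µM compound single dose, 0.9% DMSO; Assay system: purified T. brucei MetRS enzyme; Measured by: Kinase-Glo luciferase luminescence reporting remaining unconsumed ATP; Schedule: 15 min plus 2 h at 25 °C.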
NadD inh: NadD (S. aureus) enzyme inhibition. 0.78% of 360,000 active. purified NadD enzyme, colorimetric absorbance read-out. inhibition, % at 20 µM; in the data active = inhibition above about 26%; also: some compounds past the cut are filed as inactive
STEP block: blocks human striatal-enriched tyrosine phosphatase; recombinant STEP, OMFP fluorogenic substrate, fluorescence; inhibition, % at 20 µM; 0.25% of 360,000 active;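 active = inhibition at 20 µM, scaled per plate between control wells, above about 37%, limit read from the data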;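 also: 0% = DMSO with enzyme and substrate and 100% = substrate only without enzyme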
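medium = Bis-Tris buffer pH 6.0, 2.5 mM DTT, 0.005% Tween 20 | test system = STEP (striatal-enriched tyrosine phosphatase) enzyme, cell-free | measure = normalized % inhibition | compound dosing = 20 µM, 1% DMSO | also added = 25 µM OMFP | schedule = reaction 20 min, ambient temperature | measured by = fluorescence read at 480 nm ex / 540 nm em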
CendR NRP1 mod: alters CendR peptide binding to human NRP-1; O14786; FAM-RPARPAR peptide binding to NRP-1, fluorescence polarization; inhibition, % at 25 µM; 0.85% of 360,000 active; AID 602438;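 active = inhibition or corrected inhibition above about 18%, plus a signal ratio from 0.5 to 1.5, limit read from the data, passing the limit was not always enough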; also: strong numbers were not always called active
SUMO1 PPI mod: modulators of human SUMO1-mediated protein-protein interactions. P63165. inhibition, % at 20 µM. AID 602429. SUMO1 binding to a labelled peptide, TR-FRET, 1 h. 0.33% of 360,000 active; in the data active = inhibition above about 37%
Target sequence (P63165 whole entry, looked up): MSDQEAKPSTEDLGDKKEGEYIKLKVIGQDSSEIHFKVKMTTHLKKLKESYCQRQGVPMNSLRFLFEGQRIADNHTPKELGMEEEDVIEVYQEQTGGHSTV
Starred values were filed as active, the others as inactive; i = inactive; x = not tested or not shown.

SMILES	Neddylation inh	Scp1 inh	LMPTP inh	DNMT1 inh	SKN-1 block	Tb MetRS inh	NadD inh	STEP block	CendR NRP1 mod	SUMO1 PPI mod
C=CCn1c(SC(F)F)nc2scc(-c3ccco3)c2c1=O	i	-5	3.7	3	21	-0.4	-5	6	13	1
CCCCCC(C)n1[nH]c(=O)c2c(C)cc(C)nc21 (stereo not drawn)	i	-13	1.4	4	10	-0.4	5	-1	-1	3
CCC(C(=O)NC(C)(C)C)N(C(=O)Cn1nnc(-c2ccccc2F)n1)c1cnc2ccccc2c1 (stereo not drawn)	i	-1	1.2	-3	2	-0.6	0	-1	-7	1
CC(C)CC(=O)NC(NC(=S)Nc1sc2c(c1C#N)CCCC2)C(Cl)(Cl)Cl (stereo not drawn)	i	-1	-1.0	0	-6	-0.5	-1	-2	-1	-2
COc1ccc(C(=O)NCCSCc2ccccc2C)cc1	i	-4	-0.7	7	-12	-1.3	-8	0	7	5
CCn1cc(/C=C(\NC(=O)c2ccc(OC)c(OC)c2)C(=O)N2CCOCC2)c2ccccc21	i	-10	-0.9	-2	-13	-0.2	4	-4	-4	0
O=C(C1CC12CCCC2)N1CCC(CO)(Cc2ccccc2Cl)CC1 (stereo not drawn)	i	-4	-0.5	0	3	-0.7	-4	-1	-5	-2
CC(=Nc1ccccc1)C1=C(O)C(CC(C)C)NC1=O (stereo not drawn)	i	7	-0.5	5	-2	-0.4	2	-4	5	7
COc1cccc(C(C(=O)NC2CCCCC2)N(C(=O)c2ccco2)c2ccccc2OC)c1 (stereo not drawn)	i	-2	-2.4	-1	11	-0.1	-2	-1	9	6
C=CCN(CC=C)C(=O)C[n+]1ccc(C(N)=O)cc1	i	-14	-1.4	1	-1	0.1	2	-1	-6	-14
CC1=C(C)C(OCCBr)N(c2cc(O)c(Cl)cc2F)C1=O (stereo not drawn)	i	-8	-0.7	2	10	0.0	-7	3	14	16
O=S(=O)(c1cccs1)N1CCN(c2ccccc2)CC1	i	-6	0.7	4	-2	-0.8	-8	-3	4	2
O=C(NCC(c1ccco1)N1CCN(c2ccccc2)CC1)c1cccs1 (stereo not drawn)	i	4	1.0	3	9	-0.7	0	0	19	5
CCn1c(COc2cc(C)cc(C)c2)nnc1SCC(=O)N1CCN(c2ccccc2)CC1	i	3	0.0	-1	9	-1.1	3	3	13	0
Cn1c(CCN2CCN(c3ccccn3)CC2)nc2cc(NS(=O)(=O)c3ccc(Cl)cc3)ccc21	i	-1	20	-6	-8	-0.2	12	1	-4	6
COc1ccc(C2CC(c3ccccc3)=NN2C(=S)Nc2ccccc2)cc1 (stereo not drawn)	i	-12	1.9	-1	6	-0.2	3	3	-5	-19
CCCCN(C(=S)SC)C1CCS(=O)(=O)C1 (stereo not drawn)	i	-4	-1.5	3	7	0.3	0	0	-13	1
O=C(CCCn1c(=O)c2sccc2n(Cc2ccc(F)cc2)c1=O)NCc1ccco1	i	-7	-0.6	3	5	0.5	-4	-1	-2	-1
Cc1ccc(S(=O)(=O)N(C)C)cc1NC(=O)COC(=O)CSc1ccccc1	i	-5	-1.6	0	-14	-0.5	-4	-1	5	-3
CCC(=O)NC(=S)NNC(=O)c1ccccc1[N+](=O)[O-]	i	-1	-1.4	2	13	-0.8	-7	-1	7	4
O=C(NCc1ccc2c(c1)OCO2)c1ccc(CN2CCc3ccccc3C2)cc1	i	3	0.3	-4	16	-0.3	-9	-3	12	-5
O=C(NCc1ccccc1)C(c1ccncc1)N(C(=O)c1ccccn1)c1ccccc1 (stereo not drawn)	i	-5	-1.4	-1	24	0.1	-2	-1	10	-4
CCN(C[C@H]1N[C@@](C)(C(=O)OC)[C@H]2C(=O)N(C)C(=O)[C@@H]12)C(=O)C1CCCCC1	i	0	-1.1	0	-6	1.2	0	-2	0	-2
CCCCNC(=O)C1c2ccccc2OCC(=O)N1Cc1ccccc1 (stereo not drawn)	i	x	-0.9	x	-2	0.5	3	x	-2	-1
COc1ccc(S(=O)(=O)Oc2ccc3c(c2)O/C(=C\c2cccnc2)C3=O)cc1	i	-2	5.5	-9	0	-0.6	-3	0	-6	-16
COc1cc(C(=O)NNC2=CC(=O)CC(C)(C)C2)cc(OC)c1OC	i	-3	-1.8	-3	-1	-0.9	-3	-2	0	-2
COCCCNC(=O)c1ccc2sc(C3=C[C@@H](O)[C@@H](O)[C@@H](CO)O3)nc2c1	i	x	-1.1	5	9	0.0	-7	-2	-5	1
COc1ccc(NC(=O)c2cc(SC)ccc2Cl)cc1	i	-14	-0.4	4	9	-0.3	-2	-1	-1	4
CC1(C)CNC(=O)C=C(c2ccccc2)C1	i	27	-0.1	0	6	-1.1	-1	-2	16	3
CC(=O)Nc1ccc(C(=O)N2CCN(S(=O)(=O)c3ccc4c(c3)OCCCO4)CC2)cc1	i	2	-7.3	-4	-16	-0.7	5	-1	-1	-25

For reference, some entries already given.
SMILES	Neddylation inh	Scp1 inh	LMPTP inh	DNMT1 inh	SKN-1 block	Tb MetRS inh	NadD inh	STEP block	CendR NRP1 mod	SUMO1 PPI mod
O=C(NCC(c1ccco1)N1CCN(c2ccccc2)CC1)c1cccs1 (stereo not drawn)	i	4	1.0	3	9	-0.7	0	0	19	5
CCn1c(COc2cc(C)cc(C)c2)nnc1SCC(=O)N1CCN(c2ccccc2)CC1	i	3	0.0	-1	9	-1.1	3	3	13	0
Cn1c(CCN2CCN(c3ccccn3)CC2)nc2cc(NS(=O)(=O)c3ccc(Cl)cc3)ccc21	i	-1	20	-6	-8	-0.2	12	1	-4	6
COc1ccc(C2CC(c3ccccc3)=NN2C(=S)Nc2ccccc2)cc1 (stereo not drawn)	i	-12	1.9	-1	6	-0.2	3	3	-5	-19
CCCCN(C(=S)SC)C1CCS(=O)(=O)C1 (stereo not drawn)	i	-4	-1.5	3	7	0.3	0	0	-13	1
O=C(CCCn1c(=O)c2sccc2n(Cc2ccc(F)cc2)c1=O)NCc1ccco1	i	-7	-0.6	3	5	0.5	-4	-1	-2	-1
Cc1ccc(S(=O)(=O)N(C)C)cc1NC(=O)COC(=O)CSc1ccccc1	i	-5	-1.6	0	-14	-0.5	-4	-1	5	-3
CCC(=O)NC(=S)NNC(=O)c1ccccc1[N+](=O)[O-]	i	-1	-1.4	2	13	-0.8	-7	-1	7	4
O=C(NCc1ccc2c(c1)OCO2)c1ccc(CN2CCc3ccccc3C2)cc1	i	3	0.3	-4	16	-0.3	-9	-3	12	-5
O=C(NCc1ccccc1)C(c1ccncc1)N(C(=O)c1ccccn1)c1ccccc1 (stereo not drawn)	i	-5	-1.4	-1	24	0.1	-2	-1	10	-4
CCN(C[C@H]1N[C@@](C)(C(=O)OC)[C@H]2C(=O)N(C)C(=O)[C@@H]12)C(=O)C1CCCCC1	i	0	-1.1	0	-6	1.2	0	-2	0	-2
CCCCNC(=O)C1c2ccccc2OCC(=O)N1Cc1ccccc1 (stereo not drawn)	i	x	-0.9	x	-2	0.5	3	x	-2	-1
COc1ccc(S(=O)(=O)Oc2ccc3c(c2)O/C(=C\c2cccnc2)C3=O)cc1	i	-2	5.5	-9	0	-0.6	-3	0	-6	-16
COc1cc(C(=O)NNC2=CC(=O)CC(C)(C)C2)cc(OC)c1OC	i	-3	-1.8	-3	-1	-0.9	-3	-2	0	-2
COCCCNC(=O)c1ccc2sc(C3=C[C@@H](O)[C@@H](O)[C@@H](CO)O3)nc2c1	i	x	-1.1	5	9	0.0	-7	-2	-5	1
COc1ccc(NC(=O)c2cc(SC)ccc2Cl)cc1	i	-14	-0.4	4	9	-0.3	-2	-1	-1	4

Next part
SMILES	Neddylation inh	Scp1 inh	LMPTP inh	DNMT1 inh	SKN-1 block	Tb MetRS inh	NadD inh	STEP block	CendR NRP1 mod	SUMO1 PPI mod
CCOC(=O)N1CCN(C(=O)c2ccc(CS(=O)c3cccc(C)c3)o2)CC1 (stereo not drawn)	i	x	-2.1	3	12	-0.2	-5	2	-3	-2
CCOc1ccccc1OCCCOc1ccc([N+](=O)[O-])cc1Cl	i	-10	3.5	4	7	0.3	7	2	2	-12
Cc1ncn(-c2ccc(C(=O)Oc3ccccc3)cn2)n1	i	-5	-0.4	-1	-4	0.7	-3	-2	-1	-3
CS(=O)(=O)Nc1ccc2c(c1)nc1n2CCOC1	i	0	0.0	12	-3	-0.4	4	-4	8	0
CC(=O)Nc1ccc(S(=O)(=O)N2CCN(CC(=O)NC3CCCC3)CC2)cc1	i	-5	-1.4	-2	9	1.3	5	2	3	2
CCCCCC(=O)N1C[C@H](O)[C@@H](n2cc(C3CC3)nn2)C[C@@H]1c1ccc(OC)cc1	i	x	-0.6	9	3	-0.9	-1	0	9	2
O=C(COc1ccc(Br)cc1)N1CCCCCC1	i	-10	-1.2	1	18	0.6	0	-1	3	2
Cc1cccc(N2CCN(C(=O)c3cc(S(=O)(=O)N4CCOCC4)cn3C)CC2C)c1 (stereo not drawn)	i	-1	-1.0	2	8	0.1	0	-2	-12	1
CC1CCc2sc3c(c2C1)c(=O)n(CC(=O)O)c(=O)n3Cc1ccc(Cl)cc1 (stereo not drawn)	i	-10	-0.3	4	6	-0.3	1	3	8	11
O=C(Nc1ccc(Cl)cc1)Nc1ccc(N2CCOCC2)cc1	i	5	1.4	2	-6	-0.2	1	0	19	-2
CCOC(=O)C1CCCN(S(=O)(=O)Cc2ccccc2Cl)C1 (stereo not drawn)	i	-2	-1.0	-1	8	-0.5	3	-1	-2	1
CCOC(=O)C1C(C#N)=C(N)OC(C)=C1c1ccncc1 (stereo not drawn)	i	-2	-0.1	1	-40	-2.0	2	-6	-3	1
COc1ccc(N2CCCn3c2nc2c3c(=O)n(Cc3ccccc3)c(=O)n2C)c(OC)c1	i	-2	1.2	-6	-6	-0.7	-4	-2	-11	1
N#CCN1CCN(CC(=O)Nc2ccc(OCc3ccccc3)cc2)CC1	i	-5	-1.6	-10	14	-0.2	3	2	16	2
O=P(O)(O)c1ccccc1OCCCCCOc1ccccc1P(=O)(O)O	i	-3	-1.2	6	8	-0.1	0	-1	-22	4
CN(C(=O)COC(=O)CNC(=O)CNC(=O)c1ccc(Cl)cc1Cl)c1ccccc1	i	10	0.0	1	1	0.2	-6	4	19	2
Brc1ccc(C2=Nn3c(nnc3-c3cccnc3)SC2)s1	i	4	38	62*	0	-0.2	-1	36	-10	-8
NNC(=O)c1ccc(N2CCc3ccccc32)c([N+](=O)[O-])c1	i	-12	1.4	-7	-8	-0.7	1	3	9	-44
COc1cc(C2CC(=O)NC3=C2C(=O)CC(C)(C)C3)ccc1O (stereo not drawn)	i	8	-2.8	-1	5	-0.8	5	-3	12	1

Source: PubChem
